Screening results as filed in PubChem BioAssay.
Lipid storage S3: qHTS Assay for Lipid Storage Modulators in Drosophila S3 Cells; hit rate 0.64% among 320,000; Drosophila S3 cells, BODIPY lipid droplet fluorescence, 18-24 h; cells fed with added oleic acid; lipid storage change, negative = inhibition, % at the top dose, mostly 46.1 µM; hits show Potency in µM; active = well fitted inhibition curve with a large enough effect in the signal ratio, with a control signal flat, not every such curve was filed as active; inconclusive = small, poorly fitted or top-dose-only effect, or effect the other way, or a change in a side signal; the % refers to the signal ratio
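Laser-scanning cytometry quantifies lipid droplet accumulation (500–530 nm total intensity; droplet/cell object ratio) in oleic acid-fed (400 uM added) Drosophila S3 cells treated with a concentration series. 20 uM Triacsin C defined 100% inhibition.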
Lipid storage S3 cell count max: further read-out of Lipid storage S3, marked with its call; cell number change, %; measured here: cell count max response;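 cells counted by Cell Tracker Red CMTPX staining in the red channel; peak over a dose series mostly up to 46.1 µM; percent activity relative to internal control wells on each plate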
Starred values were filed as active, the others as inactive; i = inactive; ? = inconclusive; . = not tested or not shown; [ ] = another dose, or the depositor's remark. % is set by controls: 0 for no effect and ±100 for the full control effect; potency is the fitted concentration of half-maximal effect. An excerpt; count on the stated rates, not on these rows.

Lipid storage S3 | Lipid storage S3 cell count max | smiles
? | . | CC(NC(=O)COC(=O)CCc1ccccc1)c1ccccc1 (stereo unspecified)
5% | 16 | O=C(O)/C=C/c1ccc(OCc2cccc(F)c2)cc1
? | . | CC(C)(C)c1ccc(C2C(C(=O)c3ccco3)=C(O)C(=O)N2CC2CCCO2)cc1 (stereo unspecified)
? | . | CC(CNc1ccc([N+](=O)[O-])cc1)NC(=O)c1ccccc1Br (stereo unspecified)
? | . | O=C(O)CCc1ccc(-c2cccs2)n1NC(=O)c1ccc(Cl)cc1Cl
i | -15 | CC1=CC(C)(C)N2C(=O)C3(C(C#N)=C(N)Oc4cc(O)ccc43)c3cccc1c32 (stereo unspecified)
? | . | C=CCNC(=S)NNC(=O)CSc1nc2ccccc2s1
? | . | O=S(=O)(/N=C(/Nc1ccc(Cl)c(S(=O)(=O)N2CCOCC2)c1)c1ccc(F)cc1)c1ccccc1

Random excerpt: four entries already listed
Lipid storage S3 | Lipid storage S3 cell count max | smiles
5% | 16 | O=C(O)/C=C/c1ccc(OCc2cccc(F)c2)cc1
? | . | O=C(O)CCc1ccc(-c2cccs2)n1NC(=O)c1ccc(Cl)cc1Cl
? | . | O=S(=O)(/N=C(/Nc1ccc(Cl)c(S(=O)(=O)N2CCOCC2)c1)c1ccc(F)cc1)c1ccccc1
? | . | CC(NC(=O)COC(=O)CCc1ccccc1)c1ccccc1 (stereo unspecified)

The list continues.
Lipid storage S3 | Lipid storage S3 cell count max | smiles
? | . | CCC(C)c1ccccc1NC(=O)CN1CCN(C/C=C/c2ccccc2)CC1 (stereo unspecified)
-14% | 8 | Cc1ccc2nc3nc(NCC4CCCO4)c(C(=O)NC4CCCC4)cc3c(=O)n2c1 (stereo unspecified)
? | . | COCCn1c(SCC#N)nnc1-c1ccccc1
? | . | CCOC(=O)c1c(NC(=O)COC(=O)c2nc(Cl)ccc2Cl)sc2c1CCC2
? | . | CC1CCCCC1NC(=O)CCCn1c(=S)[nH]c2ccsc2c1=O (stereo unspecified)
20% | -12 | CCOC(=O)Cc1csc(NC(=O)c2cc(C)c(C)s2)n1
? | . | Cc1cc(C)cc(NC(=O)COC(=O)Cc2ccccc2F)c1
1% | -5 | O=C(O)c1ccc(NS(=O)(=O)c2ccc(Cl)c(Cl)c2)cc1O
0% | 4 | CN1CCC(=NNC(=O)CSc2ccc(Cl)cc2)CC1
? | . | Cc1[nH][nH]c(=O)c1C(c1ccc(Br)cc1)c1c(C)[nH][nH]c1=O
-7% | -14 | CCOC(=O)[C@@H]1CCN(Cc2ccccc2)C[C@H]1c1ccccc1
? | . | CCOC(=O)c1sc(NC(=O)CSc2nncs2)c(C(=O)OCC)c1C
5% | -9 | CCN(CC)CCNC(=O)c1nn(-c2ccc(C)cc2)c(=O)c2c1c1ccccc1n2C
? | . | COc1cccc(-c2c(C(=O)N/N=C(\C)c3ccco3)nnn2-c2nonc2N)c1
3% | -4 | Cc1ccc(N(CC(=O)NCCSCc2ccco2)S(C)(=O)=O)cc1
3% | 10 | O=C(CSc1nnc(NC(=O)c2c(F)cccc2F)s1)NCc1ccco1
1% | 4 | Cc1cnccc1CN(C)C(=O)CC1C(=O)NCCN1CC1CCCCC1 (stereo unspecified)
i | 3 | CC1CCN(Cc2c(C(=O)N/N=C/c3ccc(OC(C)C)cc3)nnn2-c2nonc2N)CC1
? | . | Cc1cc(=O)[nH]c(SCC(=O)/C=C2\N(C)c3ccccc3C2(C)C)n1
-5% | 3 | COCCNS(=O)(=O)c1ccc2c(c1)C(=NO)c1cc(S(=O)(=O)NCCOC)ccc1-2
? | . | Cc1cc(/C=N/NC(=O)c2ccncc2)c(C)n1-c1cccc(C(F)(F)F)c1
-19% | 6 | CCOc1ccc(-c2ccc(SCC(=O)N3CCOCC3)nn2)cc1
? | . | COc1ccc(OCC(=O)N2CCC3(CC2)CC(=O)c2ccccc2O3)cc1
? | . | COC(=O)C1CCCN1S(=O)(=O)c1ccc2ccccc2c1 (stereo unspecified)

Some of these compounds in order of their number in Lipid storage S3 cell count max, falling.
Lipid storage S3 | Lipid storage S3 cell count max | smiles
0% | 4 | CN1CCC(=NNC(=O)CSc2ccc(Cl)cc2)CC1
i | 3 | CC1CCN(Cc2c(C(=O)N/N=C/c3ccc(OC(C)C)cc3)nnn2-c2nonc2N)CC1
5% | -9 | CCN(CC)CCNC(=O)c1nn(-c2ccc(C)cc2)c(=O)c2c1c1ccccc1n2C
i | -15 | CC1=CC(C)(C)N2C(=O)C3(C(C#N)=C(N)Oc4cc(O)ccc43)c3cccc1c32 (stereo unspecified)

Additional results follow.
Lipid storage S3 | Lipid storage S3 cell count max | smiles
? | . | COc1cc(/C=C/C(=O)OCC(=O)NC(=O)NC(C)C)ccc1OCC#N
7% | -20 | CCOC(=O)c1[nH]c(C)c(C(=O)OCCN2C(=O)c3ccccc3C2=O)c1C
? | . | CC1=C(C(=O)OCc2ccccc2)C(c2ccsc2)C(C#N)=C(N)O1 (stereo unspecified)
3% | -8 | COC(=O)c1sc2ncccc2c1OCc1cccc(Cl)c1
? | . | CN/C=C1\C(=O)C(C)(C)Oc2ccc3ccc(=O)oc3c21
? | . | CC(Oc1ccc2c(c1)c1ccnc3c4ccccc4c(=O)n2c13)C(=O)NCCN1CCOCC1 (stereo unspecified)
? | . | N#Cc1ccc(-c2nnnn2-c2ccc3c(c2)OCO3)cc1
19% | 3 | CCOc1cccc(CN2CCC(n3nccc3NC(=O)C3CC3)CC2)c1O
? | . | COc1ccc(/C=C2\Sc3ccc(C(=O)NC4CC4)cc3N(C)C2=O)cc1OC
? | . | COc1cc(CCC(=O)OCC(=O)Nc2sccc2C(N)=O)cc(OC)c1OC
? | . | CCN(CC(=O)Nc1c(F)cccc1F)C(=O)c1cn2ccccc2n1
i | -10 | COc1ccc(S(=O)(=O)N2CCCCC2)cc1NC(=O)Cc1cccc(C(F)(F)F)c1
? | . | CN(C)C(=O)C12CCC(C)(C(=O)C1Br)C2(C)C (stereo unspecified)
-4% | 0 | O=C(c1ccc(Cl)cc1)C1CCCN(Cc2cccn2-c2ccccn2)C1 (stereo unspecified)
? | . | Oc1cccc(NC(=S)N=Nc2c(O)[nH]c3ccc(Br)cc23)c1
? | . | Cc1ccccc1CSc1[nH]c(=O)ncc1C
? | . | CC(=O)c1ccc(NC(=O)Cn2cnc(S(=O)(=O)N3CCCC3)c2)cc1
? | . | CCCn1c(=O)c2[nH]c(C3CCCC3)nc2n(CCC)c1=O
? | . | CC(=O)c1cccc(NC(=O)CN2C(=O)c3ccccc3C2=O)c1
? | . | Cc1nn(-c2ccccn2)c2c1C(c1ccsc1)C1=C(CCCC1=O)N2 (stereo unspecified)
? | . | Cc1cc(C)nc(SCc2ccc(C(=O)O)o2)n1
1% | -6 | C/C(Cl)=C/CN1C(=O)C2C3C=CC(C3)C2C1=O (stereo unspecified)
? | . | COCCCNC(=O)c1cccc(C(=O)NCCCOC)c1
-1% | -10 | O=C(Cc1ccccc1)N/N=C/c1cc(Br)cc(Br)c1O
? | . | COc1ccc(C(c2nnnn2CC2CCCO2)N2CCN(c3cccc(C)c3C)CC2)cc1 (stereo unspecified)
-8% | -2 | CCCOc1ccc(C(=O)NNC(=S)NC(=O)c2cc(-c3ccccc3)nc3ccccc23)cc1
? | . | Cc1ccc(OC(=O)C2CSC3(C)CCC(=O)N23)c(Br)c1 (stereo unspecified)
-6% | 5 | C=CCSC1=C(C#N)C(c2ccc(OCC)cc2)CC(=O)N1 (stereo unspecified)
? | . | COc1ccc(C2C(C(C)=O)=C(O)C(=O)N2CCN(C)C)cc1OC (stereo unspecified)
? | . | COc1ccc(-c2oc3cccnc3c2C#CCO)cc1
5% | -21 | Oc1c(C(Nc2nccs2)c2ccc(C(F)(F)F)cc2)ccc2cccnc12 (stereo unspecified)
i | . | CCn1c(=O)cc(OCC(=O)NCCCN2CC(C)CC(C)C2)c2ccccc21 (stereo unspecified)

Part of the list above, with each value named.
COC(=O)C1CCCN1S(=O)(=O)c1ccc2ccccc2c1 (stereo unspecified)
  Lipid storage S3 = ?	Lipid storage S3 cell count max = .
COc1cc(/C=C/C(=O)OCC(=O)NC(=O)NC(C)C)ccc1OCC#N
  Lipid storage S3 = ?	Lipid storage S3 cell count max = .
CCOC(=O)c1[nH]c(C)c(C(=O)OCCN2C(=O)c3ccccc3C2=O)c1C
  Lipid storage S3 = 7%	Lipid storage S3 cell count max = -20

The list goes on.
Lipid storage S3 | Lipid storage S3 cell count max | smiles
8% | 14 | Cc1cc(=O)oc2c3c(cc(OCC(=O)NCC(=O)O)c12)OC(C)(C)CC3
-13% | 0 | CN1CCN(NC(=O)c2cc(S(=O)(=O)N3CCOCC3)c(Cl)cc2Cl)CC1
? | . | COc1ccc2nc(N3CCN(C(=O)c4ccc5ncsc5c4)CC3)sc2c1
14% | 3 | COc1ccccc1/C=N/NC(=O)CNC(=O)c1ccccc1
? | . | CCSc1nnc(N(CCC#N)CCC#N)s1
? | . | Cc1nnc(NC(=O)CCSc2ccc(Cl)cc2)s1
-4% | 19 | COCCCN=CC1=C(O)CC(c2ccccc2)CC1=O (stereo unspecified)
? | . | CCOC(=O)c1sc(NC(=S)NC(=O)c2ccccc2)nc1C
? | . | O=C(C1CCN(c2nc(-c3ccccc3)nc3c2CCC3)CC1)N1CCC(O)CC1
23% | 2 | O=C(CN1C(=O)NC2(CCCC2)C1=O)Nc1cc(Cl)ccc1Oc1ccccc1
i | -10 | CCCCOc1cccc(C2C(C(=O)c3ccc(C)o3)=C(O)C(=O)N2Cc2ccco2)c1 (stereo unspecified)
? | . | Cc1ccc(CNC(=O)c2cn(C3CCCCC3)c(=O)c3c2c2ccccc2n3C)o1
? | . | CC(=O)Nc1cccc(C(=O)OC(C)C(=O)Nc2ccc(S(=O)(=O)N3CCCC3)cc2)c1 (stereo unspecified)
7% | 15 | COCCN(C(=O)CSc1nc(N)cc(=O)[nH]1)c1c(N)n(Cc2ccccc2)c(=O)[nH]c1=O
-7% | -25 | COc1ccc(OC)c(NC(=O)c2ccc(NS(=O)(=O)c3c(C)noc3C)cc2)c1
-2% | -3 | CCCc1cc(=O)oc2c3c(cc(OCC(=O)NCCN4CCOCC4)c12)OC(C)(C)CC3
5% | -1 | Cc1nc2ccccc2c(=O)n1/N=C/c1ccc(OC(F)F)cc1
? | . | COc1ccc(C=O)cc1Cn1c(C)cc(C)c(C#N)c1=O
? | . | c1ccc(CN(Cc2ccccc2)c2nn[nH]n2)cc1
-2% | 12 | CCCn1c(=N)n(CC(=O)c2ccco2)c2ccccc21
? | . | O=C(Oc1cccc(NC2=NS(=O)(=O)c3ccccc32)c1)c1ccncc1
? | . | Cc1cc(C)c(C)c(S(=O)(=O)NCc2ccc(C(=O)NCC3CCCO3)cc2)c1C (stereo unspecified)
-7% | 3 | CC(=O)[C@H]1[C@H](c2cccc(Cl)c2)C(C#N)(C#N)[C@@H]2c3ccccc3C=CN21
i | -18 | COc1ccccc1C(=O)N1C(CC(=O)Nc2ccc(C)c(C)c2)C(=O)NC2CCCCC21 (stereo unspecified)
? | . | COc1ccc(C2c3c(ccc4ccccc34)Oc3ncn4nc(Cc5ccccc5)nc4c32)cc1OC (stereo unspecified)
? | . | Cc1ccc(S(=O)(=O)N2CCN(C(=O)CCOc3cc(C)ccc3C)CC2)cc1
1% | . | C[n+]1ccn(CC(=O)c2ccc(Br)cc2)c1
? | . | O=c1[nH]c(/C=C/c2ccc([N+](=O)[O-])cc2)c([N+](=O)[O-])c(=O)[nH]1
16% | 8 | CC(C)NC(=O)NC(=O)COC(=O)CCCSc1nc2ccccc2s1
11% | -12 | CC1CC(=O)c2cnc(N)nc2C1 (stereo unspecified)
12% | -1 | COC(=O)N/N=C(\C)c1cccc(C(F)(F)F)c1
? | . | CCO[C@H]1OC(C(=O)NC2CC2)=C[C@@H](c2coc3ccccc3c2=O)[C@@H]1CCCO
-14% | -25 | COc1ccc(-n2c(NC(=O)c3ccc(Br)o3)c(C#N)c3nc4ccccc4nc32)cc1
6% | -5 | CC1CCCCN1CCNC(=O)CN1C(=O)COc2ccccc21 (stereo unspecified)
8% | 17 | CC(C)c1onc(C(=O)N2CCN(c3ccccc3)CC2)c1[N+](=O)[O-]
? | . | COc1cc(-c2c(C#N)c(N)nc(SCc3ccncc3)c2C#N)cc(OC)c1OC
i[0.369 µM] | -10 | O=C(NCc1ccccc1)C(=O)NCC1OCCCN1S(=O)(=O)c1cccs1 (stereo unspecified)
? | . | CN(Cc1cccc(F)c1)C(=O)c1cc(=O)[nH]c2ccccc12
? | . | CC(C)(C)OC(=O)N/N=C\c1ccc(OC(=O)c2cccs2)cc1
-9% | . | COc1ccc(-c2nn(-c3ccccc3)cc2C(=O)NC2CCCCC2C)cc1 (stereo unspecified)
? | . | O=C(Cn1c(=O)oc2cc(S(=O)(=O)N3CCCC3)ccc21)N1CCN(c2ccccn2)CC1
? | . | O=C(O)c1ccc(NS(=O)(=O)c2ccc(N3C(=O)CCC3=O)cc2)cc1
10% | 15 | Clc1ccc(SCCOCCN2CCCCCC2)cc1
-2% | 13 | NC(=O)COc1ccccc1/C=C1/SC(=O)N(CC(=O)N2CCc3ccccc3C2)C1=O
? | . | CCn1c(C)c(C)c2cc(C(=O)NC3CCCCCC3)ccc21
-4% | -7 | COc1ccc(S(=O)(=O)Nc2ccc(C)cc2)cc1N(C)S(=O)(=O)c1ccc(Cl)cc1
-2% | 4 | O=C(CCCOc1ccc(Cl)cc1Cl)n1nnc2ccccc21
0% | 7 | Cc1ccc(C(=O)O/N=C(\N)c2ccc(Br)cc2)cc1
i | . | OCCNCCOc1ccccc1-c1ccccc1
? | . | COc1ccccc1OCCOCCOc1ccc(C)cc1[N+](=O)[O-]
0% | 4 | C[C@@H]1C=C(C(=O)NCc2ccccc2)O[C@H](OCc2ccc(CO)cc2)C1
? | . | CCOc1ccc(NC(=O)C2CCCN2C(=O)OCc2ccccc2)cc1 (stereo unspecified)
